Screening results deposited in PubChem by Broad Institute.
KDM4C inh: inhibitors of GASC-1 (KDM4C) histone demethylase, primary screen, biochemical, single concentration HTS; Lysine-specific demethylase 4C (Homo sapiens), Q9H3R0; GST-KDM4C 2-372, H3K9me3 peptide, LANCE TR-FRET; inhibition, % at 12.5 µM; hit rate 0.15% among 96,000;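 active = mean replicate inhibition above about 25%, with at least 55% of replicates also reaching it, limit read from the data, passing the limit was not always enough; inconclusive = only one of those two conditions met; inactive = neither condition met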
Target sequence (Q9H3R0 2-372 limits assumed): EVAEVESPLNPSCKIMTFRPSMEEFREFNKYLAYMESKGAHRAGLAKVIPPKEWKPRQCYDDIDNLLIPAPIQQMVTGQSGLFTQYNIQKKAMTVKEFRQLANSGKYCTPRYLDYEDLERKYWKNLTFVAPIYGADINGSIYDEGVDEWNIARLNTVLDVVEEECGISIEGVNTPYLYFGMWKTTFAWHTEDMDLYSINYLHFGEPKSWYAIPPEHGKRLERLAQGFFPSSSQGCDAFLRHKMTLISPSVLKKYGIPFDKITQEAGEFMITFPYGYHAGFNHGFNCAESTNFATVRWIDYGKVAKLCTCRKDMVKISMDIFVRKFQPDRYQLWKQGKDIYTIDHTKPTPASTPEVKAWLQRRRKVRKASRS
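System: N-terminal GST-fused human GASC-1 (KDM4C) fragment, residues 2-372 / Amount: 10 nM GST-KDM4C in enzyme reaction / Also added: H3K9me3 peptide with Fe(II)/2OG / Times: 30 min demethylation and 1 h detection at room temperature / Signal: LANCE TR-FRET / Read-out basis: Fall in 671/618 emission ratio as inhibition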
C diff growth: C. difficile growth inhibitors, primary screen, HTS | Clostridium difficile clinical isolate growth, OD600, 24 h; active compounds read low | growth activity, negative = inhibition, % at 16 µg/mL (by protocol) | hit rate 0.25% among 86,000 | AID 1259249, 2017;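 active = mean growth activity at or below -80% and every replicate also at or below -80%; inconclusive = mean at or below -80% but some replicate above -80%; inactive = mean growth activity above -80%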;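 note: 0% = DMSO wells and -100% = levofloxacin 16 µg/mL wells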
Pf Dd2 inh: P. falciparum Dd2 growth inhibitors, primary screen, SYBR Green fluorescence, single dose replicates; 72 h; active compounds read low; hit rate 2.3% among 94,000; activity change, % at 10 µM; AID 1159554, 2015; in the data active = activity change below about -80%; inconclusive = no clear call, values can overlap the other calls
Tcruzi prolif: T. cruzi intracellular proliferation inhibitors, primary screen, cell-based, beta-gal Tulahuen parasites, NIH3T3 host, luminescence | T. cruzi beta-gal in NIH3T3, GalScreen luminescence, 90 h | inhibition, % at 8.34 µM | hit rate 5.9% among 77,000 | AID 624255, 2012;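 active = mean inhibition above about 93%, with at least 55% of replicates each passing it, limit read from the data, passing the limit was not always enough; inconclusive = only one of those two conditions holds; inactive = neither condition holds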
The depositor's hits bear a star; ? = inconclusive; · = not tested or not shown; & = joins results of further samples.

SMILES | KDM4C inh | C diff growth | Pf Dd2 inh | Tcruzi prolif
CNC[C@H]1Oc2ccc(NS(=O)(=O)c3ccc(OC)cc3)cc2CC(=O)N([C@H](C)CO)C[C@H]1C | -1.2 | -5 | 20 | 12
COc1ccc2c3c([nH]c2c1)[C@@H](CO)N(Cc1ccccc1)CC31CCN(S(C)(=O)=O)CC1 | 0.1 | -2 | -52 | ·
CCC(=O)N[C@@H]1CC[C@H](CCn2cc(CN(C)C)nn2)O[C@@H]1CO | 1.8 | -2 | 13 | ·
CNC[C@@H]1Oc2ccc(NS(=O)(=O)c3cn(C)cn3)cc2C(=O)N([C@H](C)CO)C[C@H]1C | -0.4 | -2 | -57 | -26
COc1ccc(S(=O)(=O)N(C)C[C@@H]2Oc3ccc(NS(=O)(=O)c4ccc(Cl)cc4)cc3C(=O)N([C@@H](C)CO)C[C@H]2C)cc1 | 0.6 | · | -38 | -2
C[C@H](CO)N1C[C@H](C)[C@H](CN(C)S(=O)(=O)c2cccs2)Oc2ncc(Br)cc2C1=O | 1.2 | 7 | 12 | 38
CO[C@H]1CN(C)C(=O)c2ccc(NS(C)(=O)=O)cc2OC[C@@H](C)N(CCC(F)(F)F)C[C@H]1C | 0.1 | 1 | -3 | 2
CC(=O)N1[C@H](CO)[C@H](c2ccc(C#CC3CCCCC3)cc2)[C@H]1CNCC(C)C | 0.2 | 0 | -76 | ·
COCC(=O)N1CC2(C1)CN(Cc1cccc(OC)c1)[C@@H](CO)c1[nH]c3cc(OC)ccc3c12 | -0.7 | 1 | ? | ·
CCCNC(=O)C[C@@H]1C[C@@H]2c3cc(NS(=O)(=O)c4ccc(F)cc4)ccc3O[C@@H]2[C@@H](CO)O1 | -0.5 | -2 | 34 | -7
CC(=O)N(C)C[C@@H]1Oc2ncc(-c3cccc(F)c3)cc2C(=O)N([C@@H](C)CO)C[C@@H]1C | 1.3 | 0 | -5 | 5
COc1cccc(C#Cc2ccc([C@@H]3[C@H](C#N)N[C@H]3CO)cc2)c1 | -1.1 | -14 | -23 | 101*
C[C@H]1CN([C@@H](C)CO)C(=O)Cc2cc(NC(=O)C3CCCCC3)ccc2O[C@@H]1CN(C)Cc1ccc2c(c1)OCO2 | 1.7 | -6 | -46 | 99*
COc1ccccc1NC(=O)N[C@@H]1CC[C@H](CC(=O)N[C@H](C)c2ccccc2)O[C@H]1CO | -1.1 | · | 19 | -9
C[C@@H](O)C#Cc1ccc([C@@H]2[C@H]3CN(S(=O)(=O)c4ccccc4)CCCCN3[C@H]2CO)cc1 | 3.7 | -9 | -74 | 27
Cc1noc(C)c1S(=O)(=O)Nc1cccc2c1O[C@@H](CN(C)C(=O)NC(C)C)[C@@H](C)CN([C@H](C)CO)C2=O | 6.7 | 0 | 21 | -167
O=C(N[C@H]1C=C[C@H](CC(=O)N2CCc3ccccc3C2)O[C@H]1CO)C1CC1 | 0.1 | · | 7 | 50
C[C@@H]1CN([C@H](C)CO)C(=O)CCCn2cc(nn2)CO[C@@H]1CN(C)S(=O)(=O)c1ccccc1C#N | 0.2 | -3 | 43 | ·
Cc1ccccc1S(=O)(=O)N(C)C[C@@H]1OCc2ccccc2-c2ccccc2C(=O)N([C@H](C)CO)C[C@H]1C | -0.5 | -6 | 3 | 91
Cc1ccc(S(=O)(=O)N(C)C[C@@H]2Oc3ccc(NC(=O)Cc4ccccc4)cc3CC(=O)N([C@@H](C)CO)C[C@@H]2C)cc1 | -2.8 | -3 | -23 | 44
C[C@@H]1CCCCO[C@@H](CN(C)CC2CCCCC2)[C@@H](C)CN([C@H](C)CO)C(=O)c2cc(NS(=O)(=O)c3cn(C)cn3)ccc2O1 | 0.9 | -10 | 43 | -112
CCCNC(=O)Nc1ccc2c(c1)C(=O)N(C)C[C@H](OC)[C@H](C)CN(Cc1ccccc1)[C@H](C)CO2 | -1.1 | · | · | -8
O=C(O)[C@H]1[C@H](CO)[C@H]2Cn3c(ccc(-c4cccc(F)c4)c3=O)[C@H]2N1C(=O)c1ccccn1 | 0.5 | · | · | -37
O=C(C[C@H]1C=C[C@@H](NC(=O)C2CCC2)[C@@H](CO)O1)Nc1nccs1 | 3.4 | -1 | -19 | ·
C[C@@H]1CN([C@@H](C)CO)C(=O)Cc2cc(NC(=O)c3ccncc3)ccc2O[C@@H]1CN(C)Cc1ccc(C(=O)Nc2ccccc2N)cc1 | -1.2 | 7 | -85* | ·

Reprinted at random: 5 compounds from above, in no set order.
SMILES | KDM4C inh | C diff growth | Pf Dd2 inh | Tcruzi prolif
O=C(C[C@H]1C=C[C@@H](NC(=O)C2CCC2)[C@@H](CO)O1)Nc1nccs1 | 3.4 | -1 | -19 | ·
CNC[C@@H]1Oc2ccc(NS(=O)(=O)c3cn(C)cn3)cc2C(=O)N([C@H](C)CO)C[C@H]1C | -0.4 | -2 | -57 | -26
Cc1ccccc1S(=O)(=O)N(C)C[C@@H]1OCc2ccccc2-c2ccccc2C(=O)N([C@H](C)CO)C[C@H]1C | -0.5 | -6 | 3 | 91
C[C@@H]1CN([C@@H](C)CO)C(=O)Cc2cc(NC(=O)c3ccncc3)ccc2O[C@@H]1CN(C)Cc1ccc(C(=O)Nc2ccccc2N)cc1 | -1.2 | 7 | -85* | ·
COc1cccc(C#Cc2ccc([C@@H]3[C@H](C#N)N[C@H]3CO)cc2)c1 | -1.1 | -14 | -23 | 101*

Compound profiles, from the list above. Order of values: KDM4C inh	C diff growth	Pf Dd2 inh	Tcruzi prolif
CNC[C@@H]1Oc2ccc(NS(=O)(=O)c3cn(C)cn3)cc2C(=O)N([C@H](C)CO)C[C@H]1C across the screens: -0.4	-2	-57	-26
O=C(N[C@H]1C=C[C@H](CC(=O)N2CCc3ccccc3C2)O[C@H]1CO)C1CC1 across the screens: 0.1	·	7	50

(list continues)
SMILES | KDM4C inh | C diff growth | Pf Dd2 inh | Tcruzi prolif
Cc1cccc(S(=O)(=O)N[C@@H]2CC[C@@H](CCNS(=O)(=O)c3ccccc3F)O[C@@H]2CO)c1 | -0.8 | · | -72 | -43
C[C@H](CO)N1C[C@H](C)[C@@H](CN(C)Cc2cccnc2)Oc2cc(-c3ccccc3)ccc2S1(=O)=O | -2.5 | -3 | -45 | 84
O=C(Nc1ccc2c(c1)[C@H]1C[C@H](CC(=O)N3CCCCC3)O[C@@H](CO)[C@H]1O2)C1CCOCC1 | 1.6 | · | 11 | -116
COc1ccccc1NC(=O)N1CCCCN2[C@H](C1)[C@H](c1ccc(-c3ccccc3)cc1)[C@@H]2CO | · | 8 | 8 | 119*
CO[C@H]1CN(C)C(=O)c2cc(NC(=O)c3ccc(Oc4ccccc4)cc3)ccc2OC[C@H](C)NC[C@H]1C | -6.1 | -2 | -20 | -25
N#C[C@H]1[C@@H](c2ccccc2C2=CCCCC2)[C@@H](CO)N1C(=O)c1cccc(F)c1 | -0.3 | -11 | -17 | ·
C[C@H](CO)N1C[C@H](C)[C@@H](CN(C)C(=O)CCC(F)(F)F)OCCCC[C@H](C)Oc2ccc(NC(=O)CCC(F)(F)F)cc2C1=O | 0.2 | 3 | 31 | ·
Cc1ccc(S(=O)(=O)N(C)C[C@H]2Oc3c(NC(=O)C4CC4)cccc3C(=O)N([C@H](C)CO)C[C@@H]2C)cc1 | -1.6 | -2 | 4 | 6
O=C(O)C[C@@H]1C[C@H]2c3cc(NS(=O)(=O)c4ccccc4)ccc3O[C@H]2[C@@H](CO)O1 | -1.0 | 1 | 11 | -20
O=C(C[C@H]1CC[C@@H]2[C@H](COC[C@@H](O)CN2S(=O)(=O)c2ccccc2)O1)N1CCOCC1 | -10 | 2&-2 | 28 | -129
COCC(=O)N(C)C[C@H]1Oc2cc(-c3ccc(C)cc3)ccc2S(=O)(=O)N([C@H](C)CO)C[C@H]1C | 0.6 | -10 | · | 4
O=C(C1CCCC1)N1CC(=O)N2[C@@H](CO)[C@H](c3ccc(C#Cc4cccc(F)c4)cc3)[C@@H]2C1 | 15 | 3 | -54 | ·
C[C@H](NC(=O)C[C@@H]1C[C@@H]2c3cc(NC(=O)C4CCC4)ccc3O[C@@H]2[C@H](CO)O1)c1ccccc1 | -0.1 | -6 | -9 | -69
C[C@@H]1CN([C@H](C)CO)C(=O)c2cc(/C=C/c3ccccc3)cnc2O[C@H]1CN(C)C(=O)Cc1cccnc1 | -0.4 | 1 | -17 | ·
CCNC(=O)[C@@H]1[C@@H](CO)[C@@H]2Cn3c(ccc(-c4ccccc4F)c3=O)[C@H]1N2Cc1cccnc1 | 0.0 | -3 | 10 | 4
N#C[C@@H]1[C@H](c2ccc(C#Cc3ccccc3F)cc2)[C@@H](CO)N1C(=O)c1cccnc1 | 1.0 | -11 | -19 | 78
COc1ccccc1CN1C[C@@H](C)[C@@H](OC)CN(C)C(=O)c2cc(NC(C)=O)ccc2OC[C@@H]1C | -1.4 | · | 4 | -22
O=C(CCN1CCCCC1)NCC[C@@H]1CC[C@H](NS(=O)(=O)c2cccc(Cl)c2)[C@H](CO)O1 | 1.3 | · | 21 | -75
C/C=C/c1ccc2c(c1)O[C@H](CN(C)C(=O)Nc1ccccc1)[C@@H](C)CN([C@H](C)CO)S2(=O)=O | -2.1 | -1 | 8 | 45
O=C(CC1CC1)N1[C@H](CO)[C@@H](c2ccccc2)C12CN(Cc1cccnc1)C2 | 0.2 | -2 | -36 | ·
Cc1ccc(S(=O)(=O)Nc2ccc3c(c2)CC(=O)N([C@H](C)CO)C[C@H](C)[C@@H](CN(C)CC2CCCCC2)O3)cc1 | -7.4 | 8 | -44 | 83
COc1ccc(S(=O)(=O)Nc2ccc3c(c2)CC(=O)N([C@@H](C)CO)C[C@H](C)[C@@H](CN(C)C(=O)Nc2ccc4c(c2)OCO4)O3)cc1 | 4.7 | 6 | 7 | 2
CO[C@H]1CN(C)C(=O)c2ccc(NC(=O)c3cnccn3)cc2OC[C@@H](C)N(C)C[C@H]1C | 0.4 | 1 | 11 | -2
CN1C(=O)c2cc(NC(=O)Cc3cccs3)ccc2OC[C@H]2O[C@@H](CC(=O)N[C@H]3CCN(Cc4ccccc4)C3)CC[C@H]21 | 6.6 | -2 | · | 75
C[C@@H]1CCCCO[C@H](CN(C)S(=O)(=O)c2cccs2)[C@H](C)CN([C@H](C)CO)C(=O)c2cc(NS(=O)(=O)c3ccc(Cl)cc3)ccc2O1 | -0.7 | 3 | -87* | 99*

(continued)
SMILES | KDM4C inh | C diff growth | Pf Dd2 inh | Tcruzi prolif
CC(=O)N(C)C[C@@H]1Oc2cc(-c3ccc(C)cc3)ccc2S(=O)(=O)N([C@H](C)CO)C[C@@H]1C | -1.1 | -8 | -12 | 64
CO[C@H](CN(C)Cc1ccc2c(c1)OCO2)[C@@H](C)CN(C(=O)c1ccccc1)[C@H](C)CO | 0.8 | · | 3 | 45
O=C(Cc1cccnc1)N1[C@H](CO)[C@H]2c3ccccc3NC[C@H]21 | -0.2 | -6 | 2 | -6
C[C@H](NC(=O)C[C@@H]1CC[C@H]2[C@H](COc3ccc(NC(=O)C4CCOCC4)cc3C(=O)N2C)O1)c1ccccc1 | -1.9 | 2 | 13 | 16
CCCN(C)C[C@H]1OCCCC[C@H](C)Oc2ccc(NS(=O)(=O)c3c(C)noc3C)cc2C(=O)N([C@@H](C)CO)C[C@@H]1C | -1.1 | -3 | -89* | 72
C[C@@H]1CN([C@@H](C)CO)S(=O)(=O)c2ccc(-c3cncnc3)cc2O[C@H]1CN(C)C(=O)CN(C)C | 5.7 | 1 | 23 | -52
CO[C@@H]1CN(C)C(=O)c2cc(NC(=O)Cc3ccccc3)ccc2OC[C@@H](C)N(C(C)=O)C[C@H]1C | 1.3 | · | -50 | 17
CCCNC(=O)C[C@@H]1CC[C@@H]2[C@@H](COc3ccc(NC(=O)Nc4c(C)noc4C)cc3C(=O)N2C)O1 | -2.3 | -3 | -4 | 11
N#C[C@H]1[C@@H](c2ccc(C3=CCCC3)cc2)[C@@H](CO)N1C(=O)NC1CCCCC1 | 0.0 | -8 | -27 | ·
O=C(C[C@H]1CC[C@@H]2[C@H](COC[C@@H](O)CN2S(=O)(=O)c2ccccc2)O1)NCc1ccc2c(c1)OCO2 | 1.0 | · | -50 | 17
O=C(C[C@H]1C[C@@H]2c3cc(NC(=O)c4ccc5c(c4)OCO5)ccc3O[C@@H]2[C@@H](CO)O1)NC1CCCC1 | -0.1 | · | -33 | 15
COc1ccc(CN(C)C[C@@H]2Oc3ccc(NC(=O)NC4CCCCC4)cc3CC(=O)N([C@@H](C)CO)C[C@H]2C)cc1 | -0.1 | -15 | -10 | 82
CCCC(=O)Nc1ccc2c(c1)C(=O)N(C)[C@H]1CC[C@H](CC(=O)NCc3ccccc3Cl)O[C@@H]1CO2 | -0.9 | 8 | -12 | -24
CC(=O)N(C)C[C@@H]1Oc2cc(C#CC(C)C)ccc2S(=O)(=O)N([C@H](C)CO)C[C@H]1C | 1.3 | 1 | -9 | -23
Cc1noc(C)c1NC(=O)Nc1ccc2c(c1)C(=O)N([C@@H](C)CO)C[C@H](C)[C@H](CN(C)S(=O)(=O)c1cn(C)cn1)O2 | -1.3 | -6 | 16 | 49
